GPR55 activation = GPR55 agonists via beta-arrestin recruitment, primary screen, imaging, U2OS cells, beta-arrestin-GFP redistribution (AID 1961); 0.048% of 290,000 active; one-dose activation, % at 10 µM; EC50 in µM for titrated hits; U2OS GPR55 beta-arrestin-GFP redistribution imaging; higher % means a stronger effect;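 active means activation above 40% with more than 50 cells counted in the well; inconclusive means wells holding fewer than 50 cells, flagged as toxic or sparse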;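 further: U2OS osteosarcoma cells stably expressing GPR55 and beta-arrestin-GFP; plate controls were DMSO negative control for no effect and LPI positive control for full effect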
Dynein cargo inh = blocks dynein driven cargo transport along microtubules. 3617.4 mouse cells, GR-EGFP nuclear translocation imaging; test concentration mostly 20 µM; stimulated with dexamethasone, 1 µM; stronger effect = lower value. z-score, hits read low. 0.47% of 220,000 active. AID 1381;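 active means plate z-score of nuclear minus cytoplasmic receptor signal below a set negative limit, without overly bright fluorescence or cell loss, cut at about -3.5 in these data, passing the limit was not always enough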;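 further: z-score of nuclear minus cytoplasmic ring GR-EGFP intensity difference per well; some compounds called inactive have numbers as strong as hits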
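Buffer or medium: tetracycline-free induction medium containing charcoal-stripped FBS / Reagent: dexamethasone agonist, 1.0 µM final, for 30 min / Technique: automated 10x imaging of fixed Hoechst-stained cells / Times: induction 48 h, compound 1 h, agonist 30 min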
NOD1 inhibition = NOD1 signaling inhibitors, primary screen, cell-based, luminescence, uHTS (AID 1578); NOD1-driven NF-kB luciferase reporter cells, luminescence; higher % means a stronger effect; inhibition, % at 4 µM; hits with a dose series show EC50 in µM; 1% of 290,000 active; in the data active means inhibition mostly above about 36%, no sharp cut-off; inactive means mostly below about 34%;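 further: HEK-293T reporter cells stimulated with the NOD1 agonist gamma-tri-DAP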
HEK293 NOD2/NF-kB = NOD2 signaling inhibitors, cell-based, luminescence, uHTS, HEK293 (AID 1566) | inhibition, % at 4 µM; hits with a dose series show EC50 in µM | HEK293 NOD2/NF-kB luciferase reporter, luminescence; higher % means a stronger effect | 0.63% of 290,000 active; further: many of its hits are not listed in these tables
P. falciparum M1AAP = P. falciparum M1AAP inhibitors, biochemical, fluorogenic H-Leu-NHMec substrate, 1536-well (AID 1445). recombinant M1AAP, H-Leu-NHMec fluorogenic kinetic assay; higher % means a stronger effect. inhibition, % at 30 µM, or IC50 in µM where a hit was titrated. 0.42% of 220,000 active;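 active means primary inhibition above the hit cutoff, then over 50% inhibition at one or more dose response concentrations, cut at about 23% in these data, passing the limit was not always enough; inconclusive means conflicting primary data, or primary hits not chosen for dose response; inactive means low primary inhibition, or under 50% at every dose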;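 further: plate controls were DMSO full reaction for no effect and no enzyme background for full effect; strong numbers were not always called active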
KOR beta-arrestin-1 = KOR antagonists, beta-arrestin recruitment, cell-based, luminescence, uHTS (AID 1778); KOR beta-arrestin recruitment, luminescence, antagonist mode; higher % means a stronger effect; one-dose inhibition, % at 10 µM; IC50 in µM for titrated hits; 0.091% of 290,000 active; further: strong numbers were not always called active
AID2073 = inhibitors of Mint1-CaV2.2 protein interaction, biochemical, HTRF (AID 2073); HTRF protein-protein interaction, Mint1-CaV2.2; higher % means a stronger effect; inhibition, % at 20 µM; hits with a dose series show IC50 in µM; 0.19% of 290,000 active; in the data active means inhibition mostly above about 51%, no sharp cut-off; inconclusive means no clear call, values can overlap the other calls; inactive means mostly below about 53%; further: some results filed as inactive read as strong as hits
M17LAP inhibition = P. falciparum M17LAP inhibitors, primary screen, biochemical, fluorogenic H-Leu-NHMec substrate, 1536-well (AID 1619). 0.38% of 220,000 active. recombinant M17LAP, H-Leu-NHMec fluorogenic kinetic assay; higher % means a stronger effect. inhibition, % at 30 µM; hits with a dose series show IC50 in µM;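 active means compound inhibiting the enzyme by more than half at any dose during confirmatory dose-response retesting; inconclusive means strong single-dose inhibitors picked by rank but not retested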;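 further: plate controls were full reaction with DMSO carrier for no effect and no enzyme background for full effect; strong numbers were not always called active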
KOR beta-arrestin-2 = KOR agonists, beta-arrestin recruitment, primary screen, cell-based, luminescence, uHTS (AID 1777) | 0.02% of 280,000 active | activation, % at 10 µM, or EC50 in µM where a hit was titrated | KOR beta-arrestin recruitment, luminescence; higher % means a stronger effect; in the data active means activation above about 50%, passing the limit was not always enough; further: a part of the inactive calls stands beside numbers as strong as those of hits
Dynein cargo inh cytoplasmic EGFP = further read-out of Dynein cargo inh, marked with its call; z-score; measured here: cytoplasmic GR-EGFP intensity; stronger effect = higher value
Dynein cargo inh nuclear GR-EGFP = also measured in Dynein cargo inh; calls as there; z-score; measured here: nuclear GR-EGFP intensity;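 lower value marks the stronger effect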
Dynein cargo inh cell count = also measured in Dynein cargo inh; calls as there; z-score; measured here: cell count per field
* = called active by the depositor; ? = inconclusive; nt = no result given; [ ] = dose if it differs, or a comment. Unless noted, no stated cut-off is given here; in the data, active means inhibition above about 50%; inactive means the rest. This is a subset; the hit share may differ from the screen's.

SMILES	GPR55 activation	Dynein cargo inh	Dynein cargo inh cytoplasmic EGFP	Dynein cargo inh nuclear GR-EGFP	Dynein cargo inh cell count	NOD1 inhibition	HEK293 NOD2/NF-kB	P. falciparum M1AAP	KOR beta-arrestin-1	AID2073	M17LAP inhibition	KOR beta-arrestin-2
CC(=O)[C@@H]1[C@@H]2C(=O)N(Cc3ccccc3)C(=O)[C@@H]2C2c3ccccc3C=CN21 (stereo partly drawn)	-0.2%	-0.29	0.407	0.208	0.173	0.0%	11.4%	3.0%	12.9%	12.0%	13.5%	-4.1%
O=C(CN1CCCCC1)Nc1ccccc1Cl	-0.1%	-0.574	-0.329	-0.0173	0.842	-31.3%	-22.4%	nt	-6.4%[20 µM]	-4.0%	nt	-1.1%
COc1ccc(N2C(=O)CC(N(CCc3ccccc3)C(=O)c3ccccc3)C2=O)cc1 (stereo not drawn)	0.4%	-0.387	-0.034	-0.239	0.344	-9.1%	-21.4%	2.5%	nt	1.7%	2.2%	0.3%
Cc1ccc(NC(=O)C(=O)N2CCCC2)cc1Cl	0.8%	-0.202	-0.219	0.052	-0.226	-36.5%	-90.5%	5.8%	-3.8%	7.8%	-3.4%	5.9%
Cc1cccc(Oc2coc3cc(OC(=O)c4cncc(Br)c4)ccc3c2=O)c1	-0.3%	0.395	-0.242	0.209	0.368	-3.5%	-11.9%	9.3%	7.9%	31.9%	-1.3%	-3.1%
Cc1nc(Cl)c2c(n1)NC(=O)CO2	0.4%	0.172	-0.16	0.411	-0.329	0.5%	14.3%	-0.7%	18.5%	15.8%	10.5%	-3.6%
CN(C(=O)c1ccc(Br)o1)C1CCCCC1	0.2%	nt	nt	nt	nt	-65.3%	-17.8%	nt	24.6%	4.4%	nt	-2.4%
Nc1nc(SCC(=O)OCc2ccccc2)[nH]c(=O)c1NC(=O)c1ccco1	-0.1%	-1.41	-0.102	-0.631	-0.0709	nt	10.0%	0.9%	29.6%	4.0%	-6.0%	-2.7%
CCCn1nc(NC(=O)C(C)(C)C)c2cc3cc(OC)ccc3nc21	0.0%	nt	nt	nt	nt	-6.0%	11.4%	nt	-13.4%	19.6%	nt	2.0%
O=C(CN1CCN(c2nc(-c3ccccc3)cs2)CC1)NNC(=O)c1ccc(Br)cc1	-0.3%	-0.932	-0.187	-0.0615	0.977	-8.6%	5.3%	-2.2%	-14.8%	11.9%	5.9%	-1.5%
O=C(Cn1c(=O)n(CC(=O)N2CCCCC2)c(=O)c2sccc21)NCc1ccccc1	0.4%	nt	nt	nt	nt	-27.7%	9.9%	nt	29.3%	-6.7%	nt	-2.0%
Cc1cc(C)c2c(n1)nn1c(-n3ccnc3)cc(C)nc21	-0.2%	-1.25	-0.0494	-0.511	0.853	18.7%	28.9%	3.7%	-13.3%	18.1%	-3.9%	1.2%
Cc1nn(CC(=O)Nc2ccc3c(c2)nc2n3CCN(C3CCCCC3)C2)c(=O)c2ccccc12	-0.2%	-0.838	-0.174	-0.511	0.699	-20.8%	-7.7%	7.9%	nt	?	-0.2%	nt
Cn1c(CSCc2ccccc2)nnc1SCC(=O)Nc1ccc(C(=O)O)cc1	0.3%	-0.336	-0.251	0.0234	0.235	-24.1%	-2.9%	0.0%	-8.4%	0.4%	0.7%	-3.1%
COc1ccc(OC)c(NS(=O)(=O)c2ccc(N3CCCC3=O)cc2)c1	0.6%	0.648	0.567	0.847	-1.01	-17.6%	-27.9%	11.9%	-59.3%	-4.4%	0.7%	-0.4%
COc1ccc(C(CNC(=O)C(C)(C)Oc2ccc(Cl)cc2)N2CCCCC2)cc1 (stereo not drawn)	-0.1%	nt	nt	nt	nt	-35.4%	-1.8%	nt	-32.9%	-3.1%	nt	5.9%
O=C(CSCc1ccccc1)Nc1ccc(F)cc1F	-0.1%	0.473	-0.305	0.345	-0.0722	7.2%	-21.0%	-0.5%	9.0%	9.0%	1.2%	0.8%
CN1CCN(C2CCN(S(=O)(=O)c3ccc(C(C)(C)C)cc3)CC2)CC1	-0.1%	nt	nt	nt	nt	-17.3%	-4.1%	nt	-37.9%	2.1%	nt	-5.7%
CC(=O)c1ccc(N2CCN(C(=O)c3ccc(Br)cc3)CC2)c(F)c1	-0.2%	0.76	-0.207	0.788	-0.809	-5.8%	-1.9%	1.4%	26.9%	-0.8%	6.2%	-2.6%
CCOC(=O)/C(N=Nc1sc(C(=O)OCC)c(C)c1C(=O)OCC)=C(\C)O	0.2%	-0.685	2.42	-0.101	0.416	-17.2%	6.2%	14.2%	15.8%	-1.6%	-9.5%	8.3%
O=C(Nc1ccc(Cl)cn1)Nc1ccc(Cl)cn1	0.3%	0.171	-0.3	0.143	-0.593	-31.6%	-34.7%	-1.5%	-24.5%	17.5%	-11.5%	2.9%
Cc1ccc(Cn2cc(/C=C/C(=O)O)c(-c3ccccc3)n2)cc1	-0.1%	-0.469	-0.222	-0.168	0.0749	-8.9%	19.1%	14.1%	5.6%	-7.3%	18.8%	0.4%
O=C(NCc1ccc(F)cc1)C1CCN(S(=O)(=O)c2ccc3c(c2)OCCCO3)CC1	0.2%	-0.709	-0.276	-0.349	0.998	-8.6%	12.4%	15.7%	9.9%	-6.3%	-4.6%	-2.4%
N#CCOC(=O)c1sccc1-n1cccc1	-0.1%	-0.976	-0.145	-0.562	0.87	2.9%	12.3%	-2.5%	6.1%	1.8%	-4.0%	2.9%
O=[N+]([O-])c1cc(CN2CCN(c3ccccc3)CC2)c(O)c2ncccc12	-0.1%	-0.337	-0.11	-0.37	-0.246	31.8%	-29.5%	-15.0%	12.0%[20 µM]	6.7%	14.7%	-8.7%
CCOc1ccc(OCCCC(=O)O)cc1	-0.2%	0.244	-0.254	0.441	0.884	0.4%	-8.5%	8.3%	13.6%	0.2%	6.0%	-0.8%
O=C(CSc1ccc(-c2ccccn2)nn1)NCc1ccccc1	-0.2%	-0.507	-0.156	-0.308	0.744	6.6%	-0.5%	7.3%	-34.6%	14.4%	3.7%	11.6%
CCCn1c(SC/C(O)=C(\C#N)c2nc3ccccc3[nH]2)n[nH]c1=O	-0.1%	-1.59	-0.195	-0.951	0.942	-11.0%	-9.3%	12.9%	-6.0%[20 µM]	17.6%	3.5%	-5.2%
Cc1cc(=O)[nH]c2nnc(-c3ccc(Cl)cc3)n12	0.0%	nt	nt	nt	nt	0.1%	-25.3%	nt	2.5%	25.8%	nt	-0.8%
CC1=C(C(=O)OC2CCCCC2)C(c2ccccc2)NC(=O)N1 (stereo not drawn)	-0.2%	nt	nt	nt	nt	38.0%	18.1%	nt	-0.7%	8.0%	nt	3.1%
O=C(COc1ccccc1)Nc1ccc(CSc2ccccc2)cc1	-0.1%	0.298	-0.223	-0.0418	0.245	-12.8%	0.6%	4.0%	-99.8%	18.3%	-1.5%	2.5%
CCN(c1cccc(C)c1)S(=O)(=O)c1cn(CC(=O)OC)c2ccc([N+](=O)[O-])cc12	-0.2%	nt	nt	nt	nt	24.2%	16.6%	nt	-12.0%	12.9%	nt	5.6%
O=C(CN1C(=O)NC2(CCCc3ccccc32)C1=O)Nc1cccc(S(=O)(=O)N2CCCCC2)c1 (stereo not drawn)	0.4%	-0.0957	-0.293	-0.181	0.347	-1.8%	11.0%	-2.0%	12.3%	7.1%	6.1%	-0.4%
CC(/C=C/c1ccc2c(c1)OCO2)=N/NC(=O)c1cccnc1	-0.8%	-0.375	-0.316	-0.359	0.375	-10.3%	-2.8%	13.7%	-44.6%	9.2%	17.2%	4.0%
COc1ccc([C@@H]2C[C@H](c3ccccc3)Oc3cc(OC)c(OC)c(OC)c32)cc1	-0.1%	1.71	-0.727	0.74	-0.714	-1.9%	4.0%	7.7%	-1.9%	5.5%	-8.3%	0.1%
Cc1ccc(N2CCCC2=O)cc1S(=O)(=O)N1CCOCC1	0.0%	nt	nt	nt	nt	-27.6%	6.0%	nt	14.8%	1.1%	nt	2.2%
CCn1c2ccc(OC)cc2c2nc3ccccc3nc21	-0.2%	-0.164	0.734	0.146	1.36	-22.4%	0.7%	1.9%	18.8%	28.1%	4.2%	-7.4%
CCOC(=O)c1ccc(N2CN(C3CCCCC3)CNC2=S)cc1	-0.3%	2.2	-0.224	0.839	-1.15	-21.4%	12.4%	-2.8%	-9.8%	-11.5%	-16.7%	4.6%
O=C(NC1CCCCC1)C1CC(=O)N(c2cccc([N+](=O)[O-])c2)C1 (stereo not drawn)	0.5%	0.228	-0.282	0.142	-0.706	-13.6%	16.2%	8.1%	10.7%	3.2%	12.3%	-3.3%
CC1CCN(C(=O)Cc2nn(C)c(=O)c3ccccc23)CC1	0.7%	-0.104	-0.371	-0.18	-0.0695	24.2%	12.8%	-1.4%	10.8%	-10.7%	8.7%	-3.5%
CCOC1=C/C(=C/c2c(N)n3oc(C)cc3nc2=O)C=CC1=O	0.1%	0.153	-0.251	0.307	0.205	-16.7%	4.3%	15.5%	24.2%	2.7%	21.1%	-0.2%
FC(F)(F)C(F)(F)C(F)(F)c1nnc2ccc(N3CCOCC3)nn12	-0.1%	-0.131	-0.243	0.112	-0.0799	-12.6%	3.4%	0.8%	1.9%	5.7%	9.0%	-2.2%
Cc1nc2sc(C(c3ccccc3)N3CCN(C(=O)c4ccco4)CC3)c(O)n2n1 (stereo not drawn)	0.2%	-0.375	-0.274	0.12	-0.0319	-26.0%	11.8%	-0.3%	6.7%	12.5%	11.8%	3.5%
COc1ccccc1N1CCN(C(=O)C(CC(C)C)NC(=O)C2CCCCC2)CC1 (stereo not drawn)	-0.3%	nt	nt	nt	nt	7.5%	1.1%	nt	-37.3%	9.5%	nt	-2.8%

Source: PubChem
